Screening results from PubChem.
ARFGAP1 inh – inhibitors of rat ARFGAP1 GAP activity, primary screen, biochemical, fluorescence polarization, GDP tracer; ADP-ribosylation factor GTPase-activating protein 1 (Rattus norvegicus), Q62848; Arfgap1-stimulated ARF1 GTP hydrolysis, GDP FP detection; inhibition, % at 16.5 µM; 360,000 compounds, 0.26% hits;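 active = inhibition above a per-plate limit, mean inhibition of low control wells plus 3 SD, cut at about 25% in these data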;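 also: 0% = DMSO wells with enzyme and 100% = wells lacking Arfgap1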
Target sequence (Q62848 1-136 limits assumed): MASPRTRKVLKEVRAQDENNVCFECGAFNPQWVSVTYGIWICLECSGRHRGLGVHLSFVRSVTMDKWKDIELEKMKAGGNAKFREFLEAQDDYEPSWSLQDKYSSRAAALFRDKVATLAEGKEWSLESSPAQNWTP
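Material: rat Arfgap1 GAP domain (His6, aa 1-136), purified enzyme. Also added: human ARF1(Δ1-17)-GTP substrate. Compound dosing: 16.5 µM single point, 1.26% DMSO. Timing: enzyme reaction 120 min at 25 °C after 20 min preincubation. Signal: GDP detection by fluorescence polarization. Read-out basis: percent inhibition of GAP-stimulated GDP formation, scaled between DMSO and no-Arfgap1 medians.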
SIAE primary – human SIAE inhibitors, primary screen, biochemical, fluorescence polarization, FP-Rh probe, 1536-well HTS. SIAE FP-Rh probe binding. inhibition, % at 9.66 µM. 370,000 compounds, 0.69% hits. AID 1053197, 2014;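 active = inhibition above a cutoff: mean of compounds within the control limits plus 3 SD of those, cut at about 17% in these data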;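 also: 0% = plate median of compound wells and 100% = probe without SIAE protein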
ADAM10 inh – human ADAM10 inhibitors, primary screen, biochemical, QFRET, HTS | 370,000 compounds, 0.62% hits | Disintegrin and metalloproteinase domain-containing protein 10 (Homo sapiens), O14672 | AID 720582, 2013 | inhibition, % at 7 µM | recombinant ADAM10, EDANS/DABCYL FRET peptide cleavage, 3 h;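 active = inhibition above a per-campaign cutoff equal to the mean of compounds falling between control-based bounds plus 3 SD, cut at about 20% in these data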;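 also: 0% = DMSO wells while the 100% control is not disclosed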
ASAP1 inh – inhibitors of human ASAP1 ArfGAP activity, primary screen, biochemical, fluorescence polarization. ASAP1-stimulated ARF1 GTP hydrolysis, GDP FP detection. inhibition, % at 16.5 µM. 360,000 compounds, 0.19% hits. AID 624377, 2012; in the data active = inhibition above about 25%;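 also: 0% = vehicle with enzyme and substrate and 100% = no enzyme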
Tn7 DDE FP – inhibitors of Tn7 peptide binding to fibrin DD(E), primary screen, biochemical, fluorescence polarization, human fibrin, Tn7 probe; FP displacement of FITC-Tn7 peptide from fibrin DD(E); 0% = median of compound wells per plate; inhibition, % at 8.3 µM; 370,000 compounds, 0.13% hits;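 active = inhibition above the mean of compounds falling within the control limits plus 3 SD of them, cut at about 14% in these data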;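 also: 0% = plate median of compound wells and 100% = 10 µM Aha-Tn7 peptide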
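System: human fibrin DD(E); quantity: Fibrin-DD(E) at 2 µM final; also added: fluorescent Tn7 probe at 0.1 µM; compound dosing: single nominal test concentration of 8.3 µM per compound; schedule: 10 min preincubation, 3 h with tracer, room temperature; detection: fluorescence polarization of the labelled Tn7 tracer; repeats: one replicate per compound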
TDP2 absorb – human TDP2 enzyme inhibitors, primary screen, biochemical, epi absorbance, recombinant enzyme. T5PNP hydrolysis, p-nitrophenol absorbance 415 nm. inhibition, % at 12.8 µM. 370,000 compounds, 0.34% hits. AID 720702, 2013;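 active = inhibition above the mean of all tested compounds plus 3 SD, set per campaign, cut at about 25% in these data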;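 also: 0% = DMSO with enzyme and 100% = buffer with substrate but no TDP2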
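System – recombinant human TDP2 · Quantity – TDP2 enzyme at 120 nM final · Doses – single concentration, 12.8 µM nominal, with 1% DMSO · Incubation – 2 h at 37 °C · Measured by – epi absorbance of p-nitrophenol freed from T5PNP by hydrolysis · Read-out – % inhibition relative to enzyme-containing and enzyme-free wells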
PLC-beta3 inh – human PLC-beta3 inhibitors, primary screen, biochemical, fluorescence. Purified PLC-beta3, fluorogenic substrate. inhibition, % at 12.2 µM. 370,000 compounds, 0.18% hits; in the data active = inhibition above about 11%;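 also: 0% = median of compound wells on plate and 100% = full blocker control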
ADAM17 inh – ADAM17 inhibitors, primary screen, biochemical, QFRET. Disintegrin and metalloproteinase domain-containing protein 17 (Homo sapiens), P78536. 370,000 compounds, 0.83% hits. recombinant ADAM17, EDANS/DABCYL FRET peptide cleavage. inhibition, % at 6.95 µM;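 active = inhibition above the mean of compounds lying between control limits plus 3 SD, set per campaign, cut at about 8.5% in these data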;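 also: 0% = DMSO-only wells as the low control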
Target sequence (P78536 215-824 limits assumed): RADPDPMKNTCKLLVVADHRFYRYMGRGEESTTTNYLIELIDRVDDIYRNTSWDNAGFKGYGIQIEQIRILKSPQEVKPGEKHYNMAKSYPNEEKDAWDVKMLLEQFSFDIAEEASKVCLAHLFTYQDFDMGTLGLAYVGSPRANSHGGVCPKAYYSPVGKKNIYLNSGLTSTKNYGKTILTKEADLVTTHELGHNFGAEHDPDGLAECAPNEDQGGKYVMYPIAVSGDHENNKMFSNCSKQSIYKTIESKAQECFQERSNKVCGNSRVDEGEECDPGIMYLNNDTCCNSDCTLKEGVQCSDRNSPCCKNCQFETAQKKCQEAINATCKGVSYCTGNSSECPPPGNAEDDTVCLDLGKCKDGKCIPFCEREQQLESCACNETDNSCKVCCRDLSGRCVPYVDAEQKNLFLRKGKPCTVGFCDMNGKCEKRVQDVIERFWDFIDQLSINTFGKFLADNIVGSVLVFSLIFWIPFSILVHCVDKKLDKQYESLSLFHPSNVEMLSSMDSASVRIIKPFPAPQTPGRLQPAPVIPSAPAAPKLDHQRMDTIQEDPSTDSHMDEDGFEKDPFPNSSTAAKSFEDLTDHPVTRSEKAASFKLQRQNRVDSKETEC
DDE Tn6 FP inh – inhibitors of Tn6 peptide binding to fibrin DD(E), primary screen, biochemical, fluorescence polarization, human fibrin, Tn6 probe; inhibition, % at 8.3 µM; Fibrinogen beta chain (Homo sapiens), P02675; 370,000 compounds, 0.21% hits; Fibrin DD(E) TRITC-Tn6 fluorescence polarization displacement;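 active = inhibition above a per-campaign cutoff: mean of compounds within control limits plus 3 SD, cut at about 15% in these data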;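 also: 0% = median of all compound wells on the plate and 100% = blocking peptide control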
PLCg1 inh – PLC-gamma1 enzyme inhibitors, primary screen, biochemical, fluorescence, purified enzyme; AID 720700, 2013; 370,000 compounds, 0.84% hits; fluorogenic substrate; inhibition, % at 12.2 µM; in the data active = inhibition above about 9.5%
Numbers without * were called inactive.

Results for Cc1c(Cl)cccc1NC(=S)N1CCN(c2ccc([N+](=O)[O-])cn2)CC1 ?
ARFGAP1 inh: -7; SIAE primary: -1; ADAM10 inh: 3; ASAP1 inh: -7; Tn7 DDE FP: 6; TDP2 absorb: 3; PLC-beta3 inh: -8; ADAM17 inh: -4; DDE Tn6 FP inh: 8; PLCg1 inh: 2

What do the screens show for `CCOC(=O)N1CCc2c(sc(NC(=O)Cc3ccccc3)c2C(=O)c2ccc(OC)cc2)C1`?
ARFGAP1 inh: -7; SIAE primary: 0; ADAM10 inh: -12; ASAP1 inh: -6; Tn7 DDE FP: 5; TDP2 absorb: -8; PLC-beta3 inh: -6; ADAM17 inh: -1; DDE Tn6 FP inh: -3; PLCg1 inh: -1

Results for COc1ccc(-n2c(SCC(=O)/C(C#N)=C(\C)N)nc3ccccc3c2=O)cc1OC ?
ARFGAP1 inh: 4; SIAE primary: 4; ADAM10 inh: -6; ASAP1 inh: -1; Tn7 DDE FP: 3; TDP2 absorb: -7; PLC-beta3 inh: -11; ADAM17 inh: -3; DDE Tn6 FP inh: 1; PLCg1 inh: -2

How did Cc1cc(C(=O)N/N=C/c2c[nH]c3ccccc23)cs1 do in these assays?
ARFGAP1 inh: 0; SIAE primary: 3; ADAM10 inh: 1; ASAP1 inh: -7; Tn7 DDE FP: 13; TDP2 absorb: 2; PLC-beta3 inh: -8; ADAM17 inh: -2; DDE Tn6 FP inh: 7; PLCg1 inh: -5

What do the screens show for `CCOc1ccccc1N(C(=O)c1snc(C(N)=O)c1N)C(C(=O)NCc1ccccc1)c1ccc(O)cc1` (stereo not drawn)?
ARFGAP1 inh: 20; SIAE primary: -15; ADAM10 inh: -181; ASAP1 inh: 6; Tn7 DDE FP: 3; TDP2 absorb: -6; PLC-beta3 inh: -143; ADAM17 inh: -71; DDE Tn6 FP inh: 3; PLCg1 inh: -104

How did CCCCNC(=S)NNC(=O)c1cc(C)on1 do in these assays?
ARFGAP1 inh: 15; SIAE primary: 1; ADAM10 inh: -2; ASAP1 inh: -10; Tn7 DDE FP: 4; TDP2 absorb: 8; PLC-beta3 inh: 5; ADAM17 inh: 2; DDE Tn6 FP inh: 8; PLCg1 inh: 4

What do the screens show for `COc1ccc(NC(=O)Nc2c(C)n(C)n(-c3ccccc3)c2=O)cc1OC`?
ARFGAP1 inh: 7; SIAE primary: 2; ADAM10 inh: -5; ASAP1 inh: -10; Tn7 DDE FP: 3; TDP2 absorb: -5; PLC-beta3 inh: 0; ADAM17 inh: 1; DDE Tn6 FP inh: 3; PLCg1 inh: -1

What do the screens show for `COCCn1c(SCC(=O)c2[nH]c(C)c(C(C)=O)c2C)nc2ccccc2c1=O`?
ARFGAP1 inh: -2; SIAE primary: -7; ADAM10 inh: 7; ASAP1 inh: 9; Tn7 DDE FP: -65; TDP2 absorb: -18; PLC-beta3 inh: -5; ADAM17 inh: 1; DDE Tn6 FP inh: -1; PLCg1 inh: 7

Results for CCc1ccccc1NC(=S)N1CCC(NC(=O)c2ccc(OC)cc2)CC1 ?
ARFGAP1 inh: -6; SIAE primary: 1; ADAM10 inh: -4; ASAP1 inh: 7; Tn7 DDE FP: -2; TDP2 absorb: 2; PLC-beta3 inh: 0; ADAM17 inh: -3; DDE Tn6 FP inh: 13; PLCg1 inh: -1

How did CCOc1ccc(S(=O)(=O)N/N=C(\C)Cc2ccc(OC)cc2)cc1 do in these assays?
ARFGAP1 inh: 2; SIAE primary: -6; ADAM10 inh: -4; ASAP1 inh: -3; Tn7 DDE FP: 0; TDP2 absorb: 0; PLC-beta3 inh: -5; ADAM17 inh: -2; DDE Tn6 FP inh: 6; PLCg1 inh: -2

How did CC(C)Oc1ccc(C(=O)NC(=S)N2CCOCC2)cc1 do in these assays?
ARFGAP1 inh: -2; SIAE primary: 0; ADAM10 inh: -3; ASAP1 inh: 1; Tn7 DDE FP: -3; TDP2 absorb: 6; PLC-beta3 inh: 1; ADAM17 inh: 2; DDE Tn6 FP inh: 11; PLCg1 inh: 0

What do the screens show for `Cn1nccc1NC(=O)NC(=O)c1c(Cl)cccc1Cl`?
ARFGAP1 inh: 4; SIAE primary: -3; ADAM10 inh: 10; ASAP1 inh: -6; Tn7 DDE FP: 4; TDP2 absorb: 3; PLC-beta3 inh: -4; ADAM17 inh: -3; DDE Tn6 FP inh: -4; PLCg1 inh: 2

Results for CNC(=O)c1c(NC(=O)c2cccc(N3C(=O)CCC3=O)c2)sc2c1CCCC2 ?
ARFGAP1 inh: 4; SIAE primary: -6; ADAM10 inh: 4; ASAP1 inh: 1; Tn7 DDE FP: -1; TDP2 absorb: -1; PLC-beta3 inh: -25; ADAM17 inh: 0; DDE Tn6 FP inh: -5; PLCg1 inh: -10

What do the screens show for `O=C(Cc1cccs1)Nc1ccc2c(c1)C(=O)OC2`?
ARFGAP1 inh: -3; SIAE primary: -3; ADAM10 inh: 15; ASAP1 inh: 10; Tn7 DDE FP: -2; TDP2 absorb: -9; PLC-beta3 inh: 6; ADAM17 inh: 1; DDE Tn6 FP inh: -10; PLCg1 inh: 3

What do the screens show for `O=C(Nc1ccccn1)c1cc(-c2cccnc2)nc2ccc(Br)cc12`?
ARFGAP1 inh: -8; SIAE primary: -23; ADAM10 inh: 4; ASAP1 inh: -12; Tn7 DDE FP: 4; TDP2 absorb: 0; PLC-beta3 inh: 1; ADAM17 inh: -7; DDE Tn6 FP inh: -1; PLCg1 inh: 0

Results for COc1ccc(S(=O)(=O)N(C)C[C@@H]2OCCCC[C@@H](C)Oc3ccc(NS(=O)(=O)c4cccs4)cc3C(=O)N([C@H](C)CO)C[C@@H]2C)cc1 ?
ARFGAP1 inh: 6; SIAE primary: -2; ADAM10 inh: 13; ASAP1 inh: -5; Tn7 DDE FP: 7; TDP2 absorb: 1; PLC-beta3 inh: 2; ADAM17 inh: 6; DDE Tn6 FP inh: 5; PLCg1 inh: 1

Results for COc1ccccc1OCc1nc(-c2ccc([N+](=O)[O-])cc2)no1 ?
ARFGAP1 inh: 2; SIAE primary: -3; ADAM10 inh: -1; ASAP1 inh: 10; Tn7 DDE FP: 2; TDP2 absorb: 3; PLC-beta3 inh: 0; ADAM17 inh: 0; DDE Tn6 FP inh: 3; PLCg1 inh: 1

What do the screens show for `O=C1CCCN1CCCNc1ncnc2c1cnn2-c1ccc(Cl)cc1`?
ARFGAP1 inh: 4; SIAE primary: 2; ADAM10 inh: 2; ASAP1 inh: 7; Tn7 DDE FP: -4; TDP2 absorb: 5; PLC-beta3 inh: 2; ADAM17 inh: 1; DDE Tn6 FP inh: 6; PLCg1 inh: 3

What do the screens show for `COc1ccc(-c2nc3ccc(Br)cn3c2Cc2ccccc2)cc1OC`?
ARFGAP1 inh: 3; SIAE primary: -4; ADAM10 inh: -5; ASAP1 inh: 16; Tn7 DDE FP: -3; TDP2 absorb: -2; PLC-beta3 inh: -43; ADAM17 inh: -1; DDE Tn6 FP inh: 3; PLCg1 inh: -34

What do the screens show for `O=C(Nc1nnc(C2=COCCO2)o1)c1ccc([N+](=O)[O-])s1`?
ARFGAP1 inh: 1; SIAE primary: 3; ADAM10 inh: 4; ASAP1 inh: -1; Tn7 DDE FP: 1; TDP2 absorb: 4; PLC-beta3 inh: -1; ADAM17 inh: 0; DDE Tn6 FP inh: 4; PLCg1 inh: 5

How did CC(C)(C)c1ccc(CC(=O)N2CCC2(C)C(=O)Nc2ccc(F)cc2F)cc1 (stereo not drawn) do in these assays?
ARFGAP1 inh: -4; SIAE primary: 12; ADAM10 inh: 1; ASAP1 inh: -4; Tn7 DDE FP: -1; TDP2 absorb: 4; PLC-beta3 inh: 2; ADAM17 inh: 0; DDE Tn6 FP inh: -2; PLCg1 inh: 0

How did COc1ccc(S(=O)(=O)NC(C)C(=O)N2CCCC2)cc1C (stereo not drawn) do in these assays?
ARFGAP1 inh: -1; SIAE primary: -3; ADAM10 inh: 3; ASAP1 inh: 8; Tn7 DDE FP: 3; TDP2 absorb: 2; PLC-beta3 inh: -8; ADAM17 inh: 0; DDE Tn6 FP inh: -5; PLCg1 inh: 0

How did CCCCOC(=O)n1c(SCC(=O)N(CC)CC)nc2ccccc21 do in these assays?
ARFGAP1 inh: 6; SIAE primary: 4; ADAM10 inh: 8; ASAP1 inh: -10; Tn7 DDE FP: -2; TDP2 absorb: -4; PLC-beta3 inh: 4; ADAM17 inh: -3; DDE Tn6 FP inh: -12; PLCg1 inh: 2

Results for CCCCn1c2ccccc2c2nnc(SCCN3CCCCC3)nc21 ?
ARFGAP1 inh: -6; SIAE primary: -1; ADAM10 inh: 18; ASAP1 inh: -7; Tn7 DDE FP: 0; TDP2 absorb: -14; PLC-beta3 inh: -9; ADAM17 inh: 3; DDE Tn6 FP inh: 3; PLCg1 inh: -1

What do the screens show for `CCCCCC(=O)NC(Cc1ccc(OC)c([N+](=O)[O-])c1)C(=O)O` (stereo not drawn)?
ARFGAP1 inh: 7; SIAE primary: -1; ADAM10 inh: -1; ASAP1 inh: 2; Tn7 DDE FP: 1; TDP2 absorb: -8; PLC-beta3 inh: 2; ADAM17 inh: -4; DDE Tn6 FP inh: 0; PLCg1 inh: 1

What do the screens show for `CCOC(=O)c1c(C)oc2c1c(C(c1ccncc1)N1CCOCC1)c(O)c1ccccc12` (stereo not drawn)?
ARFGAP1 inh: 13; SIAE primary: 7; ADAM10 inh: 0; ASAP1 inh: 12; Tn7 DDE FP: -7; TDP2 absorb: 5; PLC-beta3 inh: -4; ADAM17 inh: -3; DDE Tn6 FP inh: -3; PLCg1 inh: -5
